# Compound activity (PubChem BioAssay)
# RORgamma inh – qHTS for inhibitors of ROR gamma transcriptional activity. Nuclear receptor ROR-gamma (Mus musculus), P51450. Drosophila S2 Gal4-RORgamma UAS-luciferase reporter, 20 h. Potency, µM (titrated, usually from 53.6 µM), without a hit: at the highest dose activity change, negative = inhibition, actives largely listed as inhibitors. hit rate 5.4% among 310,000. AID 2551, 2010; further: on the % scale 0 is the no-effect control and ±100 the full control effect; nearly all actives have a fitted effect of over 60% in size
#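 Schneider cells (Drosophila), stable Gal4 DBD–ROR gamma + UAS-luc; 1 hr cmpd preincubation; Cu2+ induction 700 uM final; 20 hr ambient; luminescence.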
# FLuc modulator – qHTS profiling assay for firefly luciferase inhibitor/activator using purifed enzyme and Km concentrations of substrates (counterscreen for miR-21 project). purified FLuc, Km substrates, luminescence inhibition. Potency, µM (highest dose often 57.5 µM), without a hit: at the highest dose activity change, negative = inhibition, actives largely listed as inhibitors. AID 588342, 2011. hit rate 6.9% among 360,000;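 further: plate controls were vehicle for no effect and reference inhibitor for full effect; nearly all actives have a fitted effect of over 55% in size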
# Target sequence (P08659 whole entry, looked up): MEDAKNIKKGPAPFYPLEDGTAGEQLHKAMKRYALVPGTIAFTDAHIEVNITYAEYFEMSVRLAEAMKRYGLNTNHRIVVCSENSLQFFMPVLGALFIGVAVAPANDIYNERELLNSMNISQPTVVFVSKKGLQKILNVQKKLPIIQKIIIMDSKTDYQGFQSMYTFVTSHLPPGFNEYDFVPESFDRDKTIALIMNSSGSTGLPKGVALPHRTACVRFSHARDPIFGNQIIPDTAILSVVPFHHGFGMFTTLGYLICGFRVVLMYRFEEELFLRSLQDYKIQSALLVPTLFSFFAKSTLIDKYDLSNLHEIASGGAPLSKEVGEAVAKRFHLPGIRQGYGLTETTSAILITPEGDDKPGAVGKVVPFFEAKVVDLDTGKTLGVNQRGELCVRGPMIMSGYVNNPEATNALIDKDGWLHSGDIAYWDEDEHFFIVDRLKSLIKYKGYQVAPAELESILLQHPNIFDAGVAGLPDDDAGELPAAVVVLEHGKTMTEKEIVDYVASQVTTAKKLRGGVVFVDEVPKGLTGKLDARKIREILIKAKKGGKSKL
#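 Purified P. pyralis luciferase (10nM final) with 10uM D-luciferin and 10uM ATP (Km levels) in 50mM Tris acetate pH 7.5, 10mM Mg acetate, 0.01% Tween-20, 0.05% BSA; qHTS 6-point titration, ~60 µM downward; luminescence read.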
# MBNL1 CUG block – qHTS Assay for Inhibitors of MBNL1-poly(CUG) RNA binding; TR-FRET MBNL1-His/biotin-(CUG)12 binding, 665/545 ratio; Potency, µM (top dose mostly 57.5 µM), without a hit: at the top dose activity change, negative = inhibition, hits mostly inhibitors; hit rate 0.036% among 280,000; active means well fitted inhibition curve with a large enough effect in the signal ratio, with a control signal flat, not every such curve was filed as active; inconclusive means small, poorly fitted or top-dose-only effect, or effect the other way, or a change in a side signal; inactive means no such curve, though single readings can be large or run the other way; the % refers to the signal ratio; further: on the % scale 0 is the no-effect control and ±100 the full control effect
# Target sequence (Q9NR56 whole entry, looked up): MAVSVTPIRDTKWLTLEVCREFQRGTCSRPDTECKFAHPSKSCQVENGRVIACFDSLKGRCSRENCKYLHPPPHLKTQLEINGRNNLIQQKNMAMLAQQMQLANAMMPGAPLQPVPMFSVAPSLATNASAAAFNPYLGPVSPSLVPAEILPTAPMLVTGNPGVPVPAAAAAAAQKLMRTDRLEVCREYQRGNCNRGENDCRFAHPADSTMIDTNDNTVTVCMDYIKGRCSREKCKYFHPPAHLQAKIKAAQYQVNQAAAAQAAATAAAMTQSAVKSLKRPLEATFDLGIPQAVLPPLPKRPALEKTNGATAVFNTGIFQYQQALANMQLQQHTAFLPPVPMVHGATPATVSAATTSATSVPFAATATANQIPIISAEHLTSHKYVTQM
#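 Ratiometric TR-FRET (665 over 545 nm, excitation 340 nm) tracks disruption of MBNL1-His/biotin-(CUG)12 complex after 60 min at room temperature, with compounds at 92 nM to 58 uM final.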
# p53 reactivator – qHTS assay for re-activators of p53 using a Luc reporter. H1299 p53-A138V BP100-luciferase reporter, luminescence, 24 h. Potency, µM (highest dose often 92.2 µM), for the others: at the highest dose activity change, positive = activation, most hits filed as activators. hit rate 0.063% among 320,000; further: % of control where 0% means no effect; nearly all actives have a fitted effect of over 45% in size
#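 p53-null H1299 cells stably carrying temperature-sensitive p53-A138V and a BP100-luciferase reporter were pinned with compounds (4-point, 1:5 series) and held 24 hrs at 37 deg C. Luminescence was read 10 min after detection reagent.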
# ELG1 genotox – qHTS screen for small molecules that induce genotoxicity in human embryonic kidney (HEK293T) cells expressing luciferase-tagged ELG1. HEK293T ELG1-luciferase reporter, luminescence, 16 h. Potency, µM (titrated, usually from 46 µM), without a hit: at the top dose activity change, positive = activation, hits mostly activators. hit rate 1.3% among 330,000. AID 504466, 2011; further: % of control where 0% means no effect; nearly all actives have a fitted effect of over 60% in size
#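 Luminescence read-out: rising ELG1-luciferase signal, reflecting elevated ELG1 protein under genetic stress, flags genotoxic compounds. Cells were treated for 16 hr at 37 °C before ONE-Glo detection.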
# Rab9 prom act – qHTS Assay for Rab9 Promoter Activators; Huh7 Rab9 promoter-luciferase reporter, luminescence, 24 h; Potency, µM (doses to about 9.22 µM), for inactives: at the highest dose activation, negative = inhibition, most hits filed as activators; hit rate 2.8% among 320,000; further: % of control where 0% means no effect; nearly all actives have a fitted effect of over 60% in size
#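 Stable Rab9-luc Huh7, 1500 cells/well, 2 h settle; cmpd in DMSO, 24 h, 37 °C/5% CO2; luciferase reagent 10 min RT; luminescence.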
# VP16 counter – VP16 counterscreen qHTS for inhibitors of ROR gamma transcriptional activity | Drosophila S2 Gal4-VP16 UAS-luciferase, luminescence, 20 h | AID 2546, 2010 | Potency, µM (highest dose often 53.6 µM), for the others: at the highest dose activity, negative = inhibition, most hits filed as inhibitors | hit rate 3.5% among 310,000;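 further: Gal4-VP16 expression switched on by copper sulfate through the metallothionein promoter; on the % scale 0 is the no-effect control and ±100 the full control effect; nearly all actives have a fitted effect of over 50% in size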
# NPC1 promoter act – qHTS Assay for NPC1 Promoter Activators; hit rate 2.4% among 320,000; Huh7 NPC1 promoter luciferase reporter, 24 h; Potency, µM (titrated, usually from 9.22 µM), for inactives: top-dose activation, usual class: activators; AID 485313, 2010;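 further: % of control where 0% means no effect; nearly all actives have a fitted effect of over 60% in size; reporter is driven by a mutant NPC1 promoter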
#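 Quantitative HTS used a cell-based reporter: Huh7 cells stably bearing the NPC1 promoter upstream of luciferase were treated with compounds for 24 h, and promoter activation was read as luminescence.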
# BRCA1 expr act – qHTS Assay to Identify Small Molecule Activators of BRCA1 Expression. Potency, µM (doses to about 46.1 µM), without a hit: at the highest dose activation, most hits filed as activators. MCF7-BRCA1-FFLuc reporter, luminescence, 48 h; response scale: scaled: vehicle 0%, 10 µM genistein 100%. AID 624202, 2012. hit rate 1.1% among 380,000; further: nearly all actives have a fitted effect of over 80% in size; some results filed as inactive show a strong effect at the top dose
#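 MCF7-BRCA1-FFLuc cells, 2000/well in phenol-red-free MEM, attached 2 h then treated 48 h at 37 C. Luciferase luminescence read 15 min after reagent; normalized to genistein maximum activation (10microM) and DMSO, concentration-response fitted.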
# MLL CXXC-DNA inh – qHTS Fluorescence Polarization Assay for Inhibitors of MLL CXXC domain - DNA interaction | Histone-lysine N-methyltransferase 2A (Homo sapiens), Q03164 | MLL-CXXC / FITC-HOXA9 DNA fluorescence polarization | Potency, µM (series often up to 115 µM), without a hit: at the top dose activity change, negative = inhibition, usual class: inhibitors | hit rate 0.037% among 290,000; active means well fitted inhibition curve with a large enough effect in the polarisation, with a control signal flat, not every such curve was filed as active; inconclusive means small, poorly fitted or top-dose-only effect, or effect the other way, or a change in a side signal; inactive means no such curve, though single readings can be large or run the other way; the % refers to the polarisation
#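 Purified MLL-CXXC (added from a 7 uM solution) was preincubated 5 min at ambient with pinned compounds in 50 mM Tris-HCl pH 7.5, 50 mM NaCl, 1 mM DTT, 0.05% BSA. Fluorescein-labeled HOX-A9 DNA (50 nM solution) followed, 30 min, then polarization read.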
# uPA generation – qHTS for Inhibitors of Cell Surface uPA Generation; cell surface uPA generation assay, qHTS; Potency, µM (highest dose often 38.3 µM), for the others: at the top dose activity change, negative = inhibition, most hits filed as inhibitors; hit rate 0.31% among 330,000; AID 540303, 2011; active means well fitted inhibition curve with a large enough effect; inconclusive means small, poorly fitted or top-dose-only effect; inactive means no such curve, though single readings can be large or run the other way; tested in mouse RAW 264.7 cells; further: on the % scale 0 is the no-effect control and ±100 the full control effect; nearly all actives have a fitted effect of over 55% in size
# * marks the source's active call; other numbers are inactive results; ? = inconclusive; / = no result given; [ ] = another dose, or the depositor's remark. Unless noted, the call rests on the fitted dose curve; in most records, active means well fitted curve in the direction sought with a large enough effect; inconclusive means small, poorly fitted or top-dose-only effect, or another doubt; inactive means no such curve, though single readings can be large; an effect the other way counts as inactive or inconclusive. Potency means the concentration at half of the fitted maximal effect. Only part of the results is shown; count on the stated rates, not on these rows.
SMILES,RORgamma inh,FLuc modulator,MBNL1 CUG block,p53 reactivator,ELG1 genotox,Rab9 prom act,VP16 counter,NPC1 promoter act,BRCA1 expr act,MLL CXXC-DNA inh,uPA generation
O=C(CCl)NCc1cc(-c2ccc(Cl)cc2)no1,?,3%,/,-13%,-15%,-2%,-7%,-22%,-85%,3%,-19%
COc1ccc(Cl)cc1NC(=O)NCCN1CCCCC1,-10%,-1%,-4%,13%,12%,-3%,-9%,-3%,-12%,10%,0%
CN(CC(=O)Nc1cccnc1)S(=O)(=O)c1ccc(Br)cc1,16%,1%,-7%,-8%,-2%,18%,1%,0%,-9%,7%,-1%
CCOC(=O)c1c(C)nc2c(c1-c1ccccc1)C(=O)CCC2,-26%,1%,98%[activator],2%,-4%,0%,1%,0%,-3%,0%,0%
COc1ccc(CCC(=O)NNC(=O)Nc2ccc(C(C)=O)cc2)cc1,-15%,2%,-4%,-2%,0%,11%,5%,0%,1%,4%,2%
O=C(CCCCCn1c(=S)[nH]c2ccc(N3CCOCC3)cc2c1=O)NCc1ccc(Cl)cc1,?,4%,20%,4%,11%,-3%,7%,-1%,-38%,-3%,2%
COc1cccc(OCCn2cc(/C=N/NC(=O)c3ccncc3)c3ccccc32)c1,?,?,?,4%,-3%,-4%,10µM*,-1%,-48%,3%,-6%
Nc1cccc(C(=O)OCC(=O)NC2CCCc3ccccc32)c1 (configuration not stated),?,-1%,0%,-1%,-2%,-9%,2%,-2%,20%,4%,5%
CC(Oc1ccc(Cl)cc1Cl)C(=O)NC1CCSC1=O (configuration not stated),-11%,2%,-2%,-5%,1%,-2%,-4%,-1%,-1%,1%,-2%
Cc1ccc(S(=O)(=O)N(C)C)cc1NC(=O)COC(=O)CC1CCCC1,/,0%,/,4%,-3%,-2%,/,-3%,-12%,/,12%
CCOC(=O)c1sc(N)c(C(N)=O)c1C,-20%,-9%,4%,-1%,-5%,-4%,-3%,1%,9%,-2%,-2%
Cc1sc2ncnc(N3CCC(C(=O)NNC(=O)COc4ccccc4F)CC3)c2c1C,/,3%,/,-8%,0%,-2%,/,4%,-19%,/,9%
COCc1cc(=O)[nH]c2cc(NC(=O)C(F)(F)F)c(C)cc12,15%,2%,-2%,0%,1%,-3%,-5%,1%,-35%,9%,5%
CC(=O)Nc1ccc(S(=O)(=O)Nc2cc3c(cc2C(C)=O)OCO3)cc1,12%,-1%,-1%,-3%,-2%,0%,-8%,2%,-8%,25%,0%
Cc1cccc2c(CC(=O)O)noc12,21%,0%,/,1%,0%,-3%,-1%,1%,13%,7%,-3%
Clc1ccccc1-c1ccc(/C=N/Nc2nncc(-c3ccccc3)n2)o1,1.4µM*,-13%,14%,-2%,2%,11%,10µM*,9%,-34%,11%,9%
CCN(CC)C(=O)C1CCN(S(=O)(=O)c2ccc(C3CNC(=O)C3)cc2)CC1 (configuration not stated),-11%,0%,-3%,0%,0%,2%,0%,-3%,4%,-6%,-3%
COCCSc1ccccc1C(=O)Nc1cccnc1,11%,1%,0%,-2%,-1%,-1%,4%,0%,0%,4%,-3%
COc1cccc(-c2nnc(SCC(=O)N3CCOCC3)o2)c1,?,?,1%,?,10%,4µM*,5%,?,13µM*,-2%,7%
O=C(CNC(=O)c1ccc(OC(F)F)cc1)NCC1(N2CCOCC2)CCCCC1,/,3%,/,-6%,1%,1%,/,0%,3%,/,3%
O=C(COc1ccc(-c2ccccc2)cc1)N1CCCC1,-3%,-3%,-5%,-3%,-5%,2%,-2%,-1%,13µM*,-9%,-1%
Cn1c(=O)cc(C(=O)N/N=C/c2ccc(F)cc2)[nH]c1=O,-9%,?,9%,3%,2%,14%,1%,-4%,1%,-6%,5%
CCOc1c(OC)cccc1C1CC(=O)Nc2cc(OC)c(OC)cc21 (configuration not stated),19%,0%,-4%,-4%,11%,-1%,-4%,-1%,3%,-10%,3%
N#C/C(=C\c1cccc(OCC(=O)O)c1)c1nc2ccccc2[nH]1,8%,17µM*,7%,?,2%,13%,5%,-4%,-22%,15%,-28%
CCN(CC)Cc1cc(C(C)=O)ccc1OCC(C)C,-18%,0%,-10%,-6%,16%,15%,-13%,2%,10%,1%,2%

# The list goes on.
SMILES,RORgamma inh,FLuc modulator,MBNL1 CUG block,p53 reactivator,ELG1 genotox,Rab9 prom act,VP16 counter,NPC1 promoter act,BRCA1 expr act,MLL CXXC-DNA inh,uPA generation
Cc1ccc(-c2nnc(Nc3ccc4c(c3)nc(C)n4C)c3ccccc23)cc1,-80%,?,19%,5%,-1%,-8%,?,0%,-1%,?,2%
CCN1N=C(c2ccccc2)Cn2c1nc1ccccc12,-12%,-19%,19%,3%,-5%,1%,13%,20%,-40%,-17%,-7%
CC1(C)CC2CC(C)(CN2C(=O)COC(=O)c2ccc(Cl)c(N)c2)C1 (configuration not stated),-15%,1%,3%,5%,0%,1%,5%,-3%,-2%,-4%,/
Cc1cc(=O)oc2cc(OCC(=O)NC3CCN(Cc4ccccc4)CC3)ccc12,-8%,-1%,3%,-3%,3%[9.26 µM],0%,3%,-2%,6%,13%,7%
CCc1ccc(NC(=O)C2CCN(S(C)(=O)=O)CC2)cc1,26%,1%,-3%,-9%,-4%,-3%,5%,-3%,15%,3%,-7%
CNC(=O)c1ccc(=O)n(Cc2cccc(C(F)(F)F)c2)c1,0%,-1%,4%,7%,1%,2%,-1%,-4%,13%,4%,-3%
FC(F)(F)c1cccc(NC(=S)NNC(=S)Nc2ccc(Cl)cc2)c1,16%,-19%,-1%,5%,-9%,2%,-18%,1%,/,-7%,/
Cc1cc(Cl)c2oc(C(=O)N(C)CCc3cnn(C)c3)c(C)c2c1,-33%,0%,6%,0%,8%,-7%,-2%,0%,0%,9%,-12%
COc1ccc2oc3cc(C)[n+]([O-])c(-c4ccc(C)cc4)c3c2c1,20%,-1%,-5%,-5%,-7%,-2%,-13%,0%,-58%,29%,9%
CCCC(C(=O)NCc1ccc(OC)cc1)N(Cc1ccco1)C(=O)c1snc(C(N)=O)c1N (configuration not stated),0%,3%,19%,-2%,-3%,-6%,-1%,-2%,1%,8%,-7%
O=C(NCCc1ccc2c(c1)OCCO2)c1cccc(F)c1,?,?,/,?,12%,24%,?,25%,?,-4%,-21%
O=C(O)CSc1nnc(COc2cccc3ccccc23)o1,10%,-18%,-5%,-18%,0%,2%,4%,1%,6%,-27%,0%
COc1cccc(C2C(C#N)=C(N)Oc3cc(N)ccc32)c1OC (configuration not stated),-3%,-6%,-1%,4%,-3%,-7%,9%,-3%,-26%,-2%,-1%
Cn1cc(CCC(=O)N2CCCC(CCC(=O)NCc3ccccc3F)C2)cn1 (configuration not stated),2%,2%,-3%,4%,5%,0%,6%,1%,26%,-4%,-9%
Cc1ccc(NC(NC(=O)c2ccccn2)C(Cl)(Cl)Cl)cc1 (configuration not stated),6%,0%,8%,-2%,-4%,0%,-5%,1%,-3%,-2%,-6%
CCOc1nc(-c2ccc(Cl)cc2Cl)ccc1C#N,?,0%,-8%,-2%,?,-6%,0%[0.365 µM],0%,-23%,0%,-4%
Nc1nn2cc(-c3ccc(Br)cc3)nc2c2ccccc12,-44%,1.7µM*,-9%,19%,?,2.2µM*,-13%,1.8µM*,-2%,14%,?
Cc1ccc(OCCCC(=O)Nc2nncs2)cc1,20%,-1%,4%,2%,0%,-6%,-2%,-3%,-14%,-6%,3%
Nc1nc(SCC(=O)O)[nH]c(=O)c1NC(=O)c1ccco1,11%,2%,-1%,-9%,4%,8%,-12%,1%,9%,-7%,8%
COc1ccc(CNC(=O)Nc2cc(C)cc(C)c2)cc1,-15%,-16%,-15%,4%,1%,-1%,-11%,18%,?,-8%,-4%
Fc1ccc(C2=CC(c3ccco3)n3ncnc3N2)cc1 (configuration not stated),-27%,2%,?,-7%,1%,2%,1%,-6%,-67%,-3%,-1%
